Assay outcomes (PubChem)
NPYLR7 ag: mosquito NPYLR7 agonism | HEK293T NPYLR7/Galpha15, GCaMP6s calcium fluorescence | activation, % at 10 µM | 270,000 tested, 0.15% active | AID 1259423; in the data active means activation above about 40%;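 further: 0% = vehicle and 100% = reference agonist at the receptor; some compounds past the cut are filed as inactive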
hcGAS inh: human cGAS inhibition. Q8N884. recombinant h-cGAS, ATP depletion, Kinase-Glo luminescence. inhibition, % at 12.5 µM. 290,000 tested, 0.081% active;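 further: 0% = vehicle reaction and 100% = reaction without DNA for no activity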
Target sequence (Q8N884 whole entry, looked up): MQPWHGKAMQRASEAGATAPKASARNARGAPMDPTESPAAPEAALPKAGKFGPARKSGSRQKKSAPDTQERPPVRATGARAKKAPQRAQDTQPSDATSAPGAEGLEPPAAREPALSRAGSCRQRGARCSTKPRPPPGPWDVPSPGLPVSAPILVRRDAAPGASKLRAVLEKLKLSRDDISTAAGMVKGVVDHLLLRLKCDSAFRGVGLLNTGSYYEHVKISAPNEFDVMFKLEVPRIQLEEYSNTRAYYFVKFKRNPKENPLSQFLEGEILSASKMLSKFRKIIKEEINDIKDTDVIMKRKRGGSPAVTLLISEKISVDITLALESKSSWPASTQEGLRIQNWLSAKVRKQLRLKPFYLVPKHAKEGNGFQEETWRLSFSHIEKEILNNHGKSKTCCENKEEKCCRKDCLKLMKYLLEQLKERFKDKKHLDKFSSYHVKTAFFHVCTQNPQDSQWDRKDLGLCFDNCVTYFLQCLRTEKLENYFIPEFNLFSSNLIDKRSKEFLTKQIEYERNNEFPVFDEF
mcGAS lum: inhibitors of mouse cGAS; recombinant cGAS, Kinase-Glo ATP depletion luminescence; Q8C6L5; 160,000 tested, 0.15% active; inhibition, % at 12.5 µM;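 further: 0% = negative control wells and 100% = reference inhibitor with no enzyme activity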
Starred values were filed as active, the others as inactive; x = no result given; & = joins results of further samples. Unless noted, no stated cut-off is given here; in the data, active means inhibition above about 40%; inactive means the rest.

Sequence of screens – NPYLR7 ag | hcGAS inh | mcGAS lum
CN(Cc1c(F)cccc1Cl)C(=O)CSc1nnc(Cn2ccc(=O)[nH]c2=O)o1
  -3.9 | -4.3 | -7.9
CC1CCc2sc(NC(=O)c3cccc4ccccc34)c(C(N)=O)c2C1 (configuration not stated)
  6.9 | -1.1 | -2.9
Cc1nc2c(NCC3(COc4ccccc4)CC3)ncnc2o1
  -8.2 | -5.2 | -12.4
CN1C[C@@H](NC(=O)C(C)(C)C)C[C@H]1c1nc(-c2ccccn2)no1
  -6.6 | -6.2 | -8.0
COc1ccc(-n2nnc(C(=O)OCc3nc(-c4ccc(OC)cc4OC)oc3C)c2C)cc1
  0.4 | -2.4 | -6.2
CCNC(=O)CN1C(=O)NC(C)(c2ccc(C(C)C)cc2)C1=O (configuration not stated)
  x | 1.1 | -0.9
COc1ccc(/C=C2/C(=O)NC(=O)N(Cc3ccccc3)C2=O)cc1[N+](=O)[O-]
  3.9 | -1.2 | -2.5
Oc1ccccc1-c1n[nH]c(/C=C/c2ccccc2Cl)n1
  1.8 | -6.0 | -5.8
CSc1nnc2c(n1)OC1(CCCC1)Nc1ccccc1-2
  2.0&2.7 | -4.7&2.0 | -1.8&2.9
O=C(NCc1ccc(Cl)cc1Cl)Nc1cccc2[nH]c([C@H]3C[C@H](O)[C@@H](CO)O3)nc12
  12.1 | -7.1 | -3.6
CC(C)(Cc1c[nH]c2ccccc12)NC(=O)Nc1ccc(Cl)c(C(F)(F)F)c1
  -2.9 | -0.3 | 0.8
CCC(C(=O)N(CCCOC)CC(=O)N1CCc2sccc2C1c1ccc(F)cc1)c1ccccc1 (configuration not stated)
  -10.3 | -4.9 | 0.0
CC(C)C(=O)Nc1ccccc1CN(C)C(=O)C(C)C
  4.6 | -5.8 | x
O=C(CCc1ccc2c(c1)OCO2)N1CCc2c([nH]c3ccccc23)C1c1ccccc1F (configuration not stated)
  4.4 | -7.8 | x
COc1cccc(-n2c(=O)c3c(n4cnnc24)-c2ccccc2CC32CCCCC2)c1
  26.9 | -9.3 | x
CC1CCCN(C(=O)c2ccc(Br)o2)C1 (configuration not stated)
  8.2 | -7.2 | x
Cc1cccc(NC(=O)COc2ccccc2C(C)C)n1
  26.9 | -12.4 | x
Cc1ccc2nc(SCc3cccc(Cl)c3)nc(=O)n2c1
  4.0 | -8.0 | -8.2
COC(=O)c1ccccc1N1C(=O)/C(=C\c2cc(OC)c3c(c2)OCO3)N(C)C1=S
  25.4 | -3.7 | -6.9
CCOC(=O)N1CCC(NC(=O)c2cc(=O)c(OCc3ccc(F)cc3)co2)CC1
  1.2 | -8.3 | x

Next part.
Sequence of screens – NPYLR7 ag | hcGAS inh | mcGAS lum
CCOC(=O)CNC(=O)N1CCN(c2cc(Oc3ccc(F)cc3Cl)ncn2)CC1C (configuration not stated)
  x | -3.8 | -8.1
CC(C)C1CN(Cc2ccsc2)CCC(=O)N1Cc1ccc(F)cc1 (configuration not stated)
  x | -8.5 | -12.2
Cc1ccccc1-n1nc2c(c1NC(=O)/C=C\c1ccc3c(c1)OCO3)CSC2
  -1.3 | -3.0 | -6.3
COC(=O)c1sc2nc(-c3ncn[nH]3)[nH]c(=O)c2c1C
  0.7 | 10.5 | x
CC1(Cc2cc(Cl)ccc2C(F)(F)F)C(=O)Nc2cccc(Cl)c21 (configuration not stated)
  3.9 | -3.3 | -1.7
CN(C)C(=O)CSc1nnc(C2(c3ccc(Cl)cc3)CCC2)o1
  11.3 | -1.9 | -3.6
COC(=O)c1ccc(NC(=O)C2CC(=O)N(C)C(=Nc3cc(Cl)ccc3Cl)S2)cc1 (configuration not stated)
  0.0 | -2.5 | x
Cc1cccc(CN(CCN2CCOCC2)Cc2cccn2Cc2cccc(C)c2)c1
  x | -6.0 | -5.6
O=C(NCCN1CCCCC1)C1CCN(c2ncccc2-c2nc(-c3cccc(F)c3)no2)CC1
  0.8 | -3.4 | -2.6
COc1ccc(NC(=O)CSc2ccc3nnc(-c4ccncc4)n3n2)c(OC)c1
  0.5 | 0.9 | -1.7
CN(Cc1cccc(F)c1)C(=O)c1ccc(NC(=O)C2CC2)s1
  1.0 | -5.4 | x
CCC(CC)C(=O)N1CCN(c2ccc(Nc3ccncc3)nn2)CC1
  7.4 | -8.6 | x
O=C(CCC1(Cc2ccccc2)CCC(=O)N1)NC1CCCc2ccccc21 (configuration not stated)
  13.5 | -8.6 | -12.6
CCCCCCc1ccc(C(=O)N(CC(=O)N(Cc2ccccc2)Cc2ccc(C)s2)C(C)C)cc1
  24.3 | -2.3 | -5.5
O=C1CCC(=O)N1CCN1CCN(c2ncc(Br)cn2)CC1
  0.1 | -9.2 | -17.8
COc1ccc(NC(=O)c2ccc([N+](=O)[O-])cc2)c2ccccc12
  -1.1 | 0.6 | -0.8
Cc1cc(=O)[nH]c(-n2ncc(C(=O)Nc3nc(C)cs3)c2C)n1
  -1.1 | -3.3 | x
CN(C)S(=O)(=O)c1ccc(Nc2nc3ccccc3n3cnnc23)cc1
  2.0 | -8.4 | -4.6
C[C@H]1C(=O)N2[C@@H]1C=CC(C(=O)OCC[Si](C)(C)C)=CN2C(=O)c1ccccc1
  1.0 | -5.5 | x
C=CCc1cc(OC)ccc1OCC(=O)Nc1ccc(C(N)=O)cc1
  5.1 | -4.7 | x

Other results:
Sequence of screens – NPYLR7 ag | hcGAS inh | mcGAS lum
COc1ccc(CC(=O)Nc2ccc(OC3CCN(C(=O)OC(C)(C)C)C3)cc2)cc1OC (configuration not stated)
  -8.5 | -3.1 | -5.4
Cc1cc(C=NN2CCCCC2)c(C)n1-c1ccc(I)cc1
  3.7 | -9.4 | -5.5
Cc1cc(C)c2c3c(sc2n1)C1(CCOC1C)C(C#N)C(=N)O3 (configuration not stated)
  1.6 | -1.0 | x
O=C(NCCc1ccccc1)C1CCCCC1C(=O)N1CCc2c([nH]c3ccccc23)C1 (configuration not stated)
  -5.7 | -3.7 | -2.4
O=C1NC(=O)c2ccc(Cl)c3cccc1c23
  0.0 | -10.4 | -3.6
Cc1nc2c(OCc3ccc(Cl)cc3)cccn2c1N(C)CC1CC1
  12.3 | -4.2 | -2.8
Cc1cn2c3c(=O)n(C)c(=O)n(C)c3nc2n1-c1cccc(O)c1
  -17.0 | 5.2 | x
COc1ccc(SCc2csc(Cc3ccc(C)cc3)n2)cc1
  6.0 | -3.1 | -5.0
O=C(Nc1cc(C(=O)N2CCC[C@H]2CO)c2c(c1)ncn2C1CCCC1)c1ccccc1
  1.1 | -5.9 | -3.7
COc1ccccc1-c1cc(C(=O)NCCN2CCOCC2)n2nc(-c3ccc(Cl)cc3)cc2n1
  20.7&9.9 | -2.7&-9.1 | -7.5&-7.4
Cc1ccccc1C(NC(=O)Cc1nnc(N)s1)c1cccs1 (configuration not stated)
  6.7 | -4.3 | -11.2
COc1ccccc1C(=O)C1CCCN(Cc2cccc(OCCO)c2)C1 (configuration not stated)
  26.0 | -9.1 | x
C(=NC1=NN(c2ccccc2)CC1)N1CCCCCC1
  14.5 | 0.0 | x
O=C(c1cc(COc2ccccc2)[nH]n1)N1CCN(C(=O)c2ccco2)CC1
  16.1 | -3.6 | x
CCc1nc2ccc(C(=O)NC3CCN(C)CC3)cn2c1N(CC)CC(=O)N(C)C
  19.1 | -5.9 | -1.9
COc1ccc(CN(CCc2c[nH]c3ccccc23)C(=O)CN(C(=O)c2cccs2)C2CC2)cc1
  17.5 | -3.8 | -6.3
Cc1ccc(CN(Cc2cccn2Cc2cccc(C(F)(F)F)c2)C2CC2)cc1
  -1.4 | -4.5 | -4.2
COc1ccc(C(=O)O)cc1S(=O)(=O)N1CCCCC1C (configuration not stated)
  6.0 | -7.2 | x
O=C(COc1ccccc1)N1CCC(c2nc(-c3ccncc3)no2)CC1
  0.5 | -5.3 | -7.4
Cc1ccc(C(=O)N(Cc2ccc(C3CC3C)o2)C2CC2)cc1S(C)(=O)=O (configuration not stated)
  1.2 | 1.6 | x

Rewritten with each value named: part of the list above.
O=C(Nc1cc(C(=O)N2CCC[C@H]2CO)c2c(c1)ncn2C1CCCC1)c1ccccc1
- NPYLR7 ag: 1.1
- hcGAS inh: -5.9
- mcGAS lum: -3.7

COc1ccccc1-c1cc(C(=O)NCCN2CCOCC2)n2nc(-c3ccc(Cl)cc3)cc2n1
- NPYLR7 ag: 20.7&9.9
- hcGAS inh: -2.7&-9.1
- mcGAS lum: -7.5&-7.4

Returning to the listing, starting 4 compounds before the break.
Sequence of screens – NPYLR7 ag | hcGAS inh | mcGAS lum
Cc1ccc(CN(Cc2cccn2Cc2cccc(C(F)(F)F)c2)C2CC2)cc1
  -1.4 | -4.5 | -4.2
COc1ccc(C(=O)O)cc1S(=O)(=O)N1CCCCC1C (configuration not stated)
  6.0 | -7.2 | x
O=C(COc1ccccc1)N1CCC(c2nc(-c3ccncc3)no2)CC1
  0.5 | -5.3 | -7.4
Cc1ccc(C(=O)N(Cc2ccc(C3CC3C)o2)C2CC2)cc1S(C)(=O)=O (configuration not stated)
  1.2 | 1.6 | x
COCC(=O)N1CCCN(Cc2cccc(OC)c2O)CC1
  11.7 | -4.5 | x
O=S(=O)(c1cccs1)N(C1CC1)C1CCc2ccccc21 (configuration not stated)
  5.7 | -1.6 | x
COc1ccccc1N1CCN(c2ccc(NC(=O)c3ccc(Cl)cc3Cl)cc2C(=O)NCC(C)C)CC1
  -0.7 | -2.5 | -5.8
CC1(C(=O)N2CCN(Cc3ccc(-c4noc(-c5ccco5)n4)cc3)CC2)CC1
  x | 3.3 | 0.6
C/C=C/COC(=O)C1=C(C)NC(=O)NC1c1cccc(OC)c1 (configuration not stated)
  -1.9 | -2.5 | x
CCC(CC)C(=O)Nc1nnc(SCC(=O)N2CCc3ccccc32)s1
  1.1 | -3.2 | -5.4
CCc1nc2c(OC)cccn2c1N(C)C(=O)c1cccc(OC)c1
  19.2 | -3.7 | -2.5
Cc1ccc(CN(CCC(C)C)CC(O)COCC(C)C)s1 (configuration not stated)
  -1.3 | -3.4 | -0.1
CCN1CCN(C2=CC(=[N+]3CCCC3)CC(C)(C)C2)CC1
  -5.4 | -4.7 | x
Cc1ccc(-c2nnc(CCC(=O)N(C)C3CCN(C)CC3)c(=O)[nH]2)cc1
  6.8 | -6.2 | x
O=C(COc1ccc(Cl)cc1)NCCn1nc(-c2cccs2)ccc1=O
  0.6 | -0.7 | -7.5
C=CCNC(=O)CSc1nnc(-c2cccs2)o1
  2.8 | 0.9 | x
COc1ccc(C(=O)N2CCOC(CCc3ccccc3)C2)cc1F (configuration not stated)
  4.7 | -7.9 | x
O=C(c1cc(=O)[nH]c2ccccc12)N1CCCC(c2nnc3n2CCCCC3)C1 (configuration not stated)
  5.1 | 2.8 | x
COc1ccc(OC)c(C2c3[nH]c4ccccc4c3CCN2CCCC#N)c1 (configuration not stated)
  -4.2 | -1.1 | x
O=S(=O)(N=C(c1ccccc1)N1CCN(c2cccc(C(F)(F)F)c2)CC1)c1ccccc1
  1.0 | -6.8 | -5.8
CN1C(=O)NC(c2cccc([N+](=O)[O-])c2)C2=C1CN(CCc1ccccc1)C2=O (configuration not stated)
  14.7 | -7.2 | -5.3
CC(C#N)CNC(N)=NCc1ccccc1 (configuration not stated)
  -0.2 | -2.9 | x
CCC(C)C(NS(=O)(=O)c1cccc2ccccc12)C(=O)Nc1nnc(-c2ccc3c(c2)OCO3)s1 (configuration not stated)
  12.7 | -3.2 | -5.1
Cc1ccccc1-c1noc(-c2ccc([N+](=O)[O-])cc2)n1
  -26.3 | 6.9 | 0.3

Later entries.
Sequence of screens – NPYLR7 ag | hcGAS inh | mcGAS lum
COc1cc(C(=O)N2CCN(C(=O)N3CCCCC3)CC2)cc(Cl)c1OCC(C)C
  4.7 | -8.2 | x
CCC(C(=O)N1CC=CC1)n1cc(C(C)=O)c2ccccc21 (configuration not stated)
  -5.1 | -3.2 | -9.7
CSc1cccc(CN(C)C(=O)[C@H](N)CC(C)C)c1
  1.4 | -4.0 | -12.1
CCCCOc1ccccc1-c1cc2c(SCC(=O)Nc3ccc(NC(C)=O)cc3)nccn2n1
  -3.4 | -8.8 | -8.4
Cc1ccc(/C=C/C(=O)N(CCO)c2ccccc2)cc1Cl
  -2.1 | 2.2 | x
Cc1ccc(CN(Cc2ccccc2)C(=O)CN(CCCN2CCOCC2)C(=O)Nc2ccc(F)cc2F)o1
  x | -13.9 | -5.7
CCc1sc(C(=O)NNC(=O)CN2C(=O)NC3(CC(C)CC(C)(C)C3)C2=O)cc1C (configuration not stated)
  5.4 | -4.8 | -7.9
C/C(=N\OCC(=O)N/N=C\c1nc2ccccc2n1C)c1ccccc1
  11.2 | -8.5 | x
COc1ccc(-c2cncnc2)c(C)c1
  20.5 | -11.4 | x
O=C(CCN1C(=O)SC(=Cc2cccs2)C1=O)NC1=NCCS1
  -3.7 | -0.3 | x
CNS(=O)(=O)c1ccc(CCc2n[nH]c(Cc3ccccc3)n2)cc1
  6.1 | -7.1 | x
N#Cc1ccc(-c2cn(-c3ccccc3)c3[n+]2CCCS3)cc1
  1.9 | -1.5 | -1.0
CNC(=O)Cc1ccccc1NC(=O)COC1CCCCC1C (configuration not stated)
  4.2 | -8.2 | x
COCCc1nc2ccc(C(=O)N3CCC(Oc4ccc(F)cc4)CC3)cc2o1
  4.5 | -9.9 | x
O=C(NC(C(=O)N1CCCC1)C1CCN(C(=O)c2cccs2)CC1)c1ccc2c(c1)OCO2 (configuration not stated)
  10.1 | -5.3 | -4.9
COCCNc1nccc2[nH]c(-c3ccc(F)c(F)c3)nc12
  -3.5 | -0.5 | -1.4
CC(=O)c1cccc(NC(=O)Cn2nc(-c3cccs3)c3sc(N4CCCC4)nc3c2=O)c1
  -0.2 | -8.8 | -8.3
CCc1nc2ccc(C(=O)NCCCN(C)C)cn2c1N(C)Cc1cccs1
  10.0 | -7.5 | -3.2
NC(=O)C1CCCN(C(=O)c2ccc(Cl)s2)C1 (configuration not stated)
  9.0 | -4.9 | x
